# Screens as filed in PubChem BioAssay.
# G9a block = blocks human histone lysine methyltransferase G9a. Q96KQ7. G9a H3K9 monomethylation, AlphaScreen, 2 h. Potency, µM (series often up to 102 µM), for inactives: at the highest dose activity, negative = inhibition, usual class: inhibitors. 8.8% of 350,000 active. AID 504332; further: potency means the concentration at half of the fitted maximal effect; on the % scale 0 is the no-effect control and ±100 the full control effect; nearly all actives have a fitted effect of over 75% in size
#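 Readings reflect AlphaScreen signal from monomethyl-H3K9 antibody detection. HMT at 20 nM; substrate b-H3K9 500 nM; cofactor SAM 20 uM; 2 h RT reaction; compounds tested as titrations in qHTS with 15 min preincubation.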
# GLS inhibitor = inhibitors of human glutaminase (GLS); O94925; Potency, µM (top dose mostly 45.5 µM), for inactives: at the top dose activity change, negative = inhibition, hits mostly inhibitors; 0.21% of 410,000 active; GLS enzymatic activity, qHTS titration; further: potency means the concentration at half of the fitted maximal effect; on the % scale 0 is the no-effect control and ±100 the full control effect
#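 hKGA; 45 mM KH2PO4 pH 8.2 + 0.02% Tween-20; cpd via pin tool; 1 mM Gln soln; GluOx/HRP/Amplex Red; RT 30 min; fluor. t0 & final.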
# HP1b chromo inh = HP1-beta chromodomain-methylated histone interaction inhibition; P83916; AlphaScreen HP1-beta / biotin-H3K9me3 peptide binding; Potency, µM (titrated, usually from 114 µM), for inactives: at the highest dose activity change, negative = inhibition, most hits filed as inhibitors; 0.56% of 390,000 active; further: potency means the concentration at half of the fitted maximal effect; nearly all actives have a fitted effect of over 70% in size; inactives centre near 23
#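 Compound inhibition of the preformed complex between 50 nM HP1-beta and 50 nM biotinylated H3K9me3 peptide was read by AlphaScreen. Buffer was PBS pH 7.4 with 0.01% Tween-20. Incubations ran 30 min at room temperature, with 10 ug/mL donor/acceptor beads.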
# PI4K2A block = blocks human PI4K2A kinase activity | 0.13% of 420,000 active | purified PI4K2A, ADP-Glo luminescence, 1 h; stronger effect = lower value | activity change, negative = inhibition, % at 76.9 µM | Q9BTU6 | AID 1346378; in the data active means activity change below about -50%; inconclusive means mostly about -30% to -49%;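 further: -100% = wells without enzyme as full effect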
#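 Compounds are screened against recombinant PI4K2A using PI as substrate and ATP, the latter dispensed at 300 microM. Reactions run one hour at ambient temperature before ADP-Glo detection; full inhibition defined by wells lacking enzyme.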
# ERG Ets-DNA blk = inhibitors of human ERG Ets domain-DNA interaction. AID 624246. 0.028% of 370,000 active. Potency, µM (series often up to 76.9 µM), for inactives: at the highest dose FP activity, negative = inhibition, actives largely listed as inhibitors. fluorescence polarization, His-ERG Ets domain / labelled DNA; active means well fitted inhibition curve with a large enough effect in the polarisation, with a control signal flat; inconclusive means small, poorly fitted or top-dose-only effect, or effect the other way, or a change in a side signal; inactive means no such curve, though single readings can be large or run the other way; the % refers to the polarisation;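 further: polarization taken with two DNA probes labelled with fluorescein and Texas red; potency means the concentration at half of the fitted maximal effect; % of control where 0% means no effect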
#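 His-tagged ERG Ets domain (1 uM in the protein solution; 300mM KCl, 50mM Tris-HCl, 1mM EDTA, 1mM DTT, pH 7.5) received compound, then a probe mix of 5 nM fluorescein-DNA and 100nM Texas-615-DNA. Fluorescence polarization was read for both dyes.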
# Pin1 inhibitor = inhibitors of human Pin1. Q13526. Pin1 FP peptide displacement, HiFluor488, 10 min. Potency, µM (titrated, usually from 115 µM), for the others: at the highest dose activity, negative = inhibition, hits mostly inhibitors. 0.009% of 390,000 active. AID 504891; active means well fitted inhibition curve with a large enough effect in the polarisation, with a control signal flat, not every such curve was filed as active; inconclusive means small, poorly fitted or top-dose-only effect, or effect the other way, or a change in a side signal; inactive means no such curve, though single readings can be large or run the other way; the % refers to the polarisation; further: potency means the concentration at half of the fitted maximal effect; on the % scale 0 is the no-effect control and ±100 the full control effect
# Tb PGK inh = blocks T. brucei phosphoglycerate kinase; PGK/GAPDH coupled, Kinase-Glo luminescence, 60 min; Potency, µM (highest dose often 57.5 µM), inactives show top-dose activity change, negative = inhibition, actives largely listed as inhibitors; 0.043% of 380,000 active; AID 602233; further: potency means the concentration at half of the fitted maximal effect; on the % scale 0 is the no-effect control and ±100 the full control effect; nearly all actives have a fitted effect of over 60% in size
#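 Recombinant glycosomal PGK reaction used 1,3-bisphosphoglycerate generated in-well by GAPDH (100nM final) in 100mM TEA pH 7.6, 5mM MgCl2, 0.01% Tween-20. After 60 minutes at room temperature, ATP was read by Kinase-Glo Plus luminescence end-point.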
# JMJD2A Tudor inh = blocks the human JMJD2A Tudor domain; Potency, µM (series often up to 114 µM), inactives show at the top dose activity change, negative = inhibition, usual class: inhibitors; AID 504339; AlphaScreen JMJD2A-Tudor / H3K4me3 peptide binding; 4.4% of 390,000 active; further: potency means the concentration at half of the fitted maximal effect; on the % scale 0 is the no-effect control and ±100 the full control effect; nearly all actives have a fitted effect of over 50% in size
# Target sequence (O75164 whole entry, looked up, the tested form may be a part): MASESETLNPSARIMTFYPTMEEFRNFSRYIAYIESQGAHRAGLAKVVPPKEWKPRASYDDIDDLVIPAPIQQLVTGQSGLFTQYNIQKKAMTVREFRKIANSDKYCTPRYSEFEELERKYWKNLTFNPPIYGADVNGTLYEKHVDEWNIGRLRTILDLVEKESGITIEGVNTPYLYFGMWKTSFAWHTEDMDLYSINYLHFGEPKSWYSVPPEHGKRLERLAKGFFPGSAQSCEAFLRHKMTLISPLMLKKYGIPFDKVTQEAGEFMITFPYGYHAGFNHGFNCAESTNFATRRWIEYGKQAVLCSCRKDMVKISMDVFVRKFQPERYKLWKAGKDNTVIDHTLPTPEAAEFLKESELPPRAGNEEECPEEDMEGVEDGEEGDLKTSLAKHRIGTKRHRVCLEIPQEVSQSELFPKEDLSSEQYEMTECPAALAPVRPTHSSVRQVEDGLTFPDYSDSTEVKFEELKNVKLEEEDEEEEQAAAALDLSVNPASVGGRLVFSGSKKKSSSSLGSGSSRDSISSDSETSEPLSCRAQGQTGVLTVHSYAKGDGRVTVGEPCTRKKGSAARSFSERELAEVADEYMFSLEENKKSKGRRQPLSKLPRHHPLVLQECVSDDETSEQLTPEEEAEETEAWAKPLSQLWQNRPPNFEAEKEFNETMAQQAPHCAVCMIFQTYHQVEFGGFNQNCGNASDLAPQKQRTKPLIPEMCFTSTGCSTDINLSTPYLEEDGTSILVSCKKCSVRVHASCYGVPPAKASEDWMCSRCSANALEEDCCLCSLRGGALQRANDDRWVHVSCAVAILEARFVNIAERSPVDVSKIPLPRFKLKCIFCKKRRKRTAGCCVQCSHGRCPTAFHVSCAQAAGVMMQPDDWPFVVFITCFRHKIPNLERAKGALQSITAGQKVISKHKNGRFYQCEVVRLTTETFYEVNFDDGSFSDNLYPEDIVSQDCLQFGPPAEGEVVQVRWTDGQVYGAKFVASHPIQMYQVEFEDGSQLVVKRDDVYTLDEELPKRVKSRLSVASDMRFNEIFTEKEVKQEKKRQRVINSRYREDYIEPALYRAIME
# BAZ2B inh = BAZ2B (human) inhibition; Q9UIF8; AlphaScreen BAZ2B-H3K14Ac peptide displacement; Potency, µM (highest dose often 114 µM), for inactives: top-dose activity change, negative = inhibition, most hits filed as inhibitors; 4.4% of 360,000 active; AID 504333; further: potency means the concentration at half of the fitted maximal effect; on the % scale 0 is the no-effect control and ±100 the full control effect; nearly all actives have a fitted effect of over 60% in size
#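 Complex of BAZ2B and biotin-H3K14Ac (50 nM apiece) forms over 30 min at RT, then faces library compounds up to 110 uM for another 30 min; AlphaScreen beads added, 20 min dark incubation, luminescence read.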
# * = called active by the depositor; i = inactive; ? = inconclusive; . = not tested or not shown; & = joins results of further samples; [ ] = dose if it differs, or a comment. Unless noted, the call rests on the fitted dose curve; in most records, active means well fitted curve in the direction sought with a large enough effect; inconclusive means small, poorly fitted or top-dose-only effect, or another doubt; inactive means no such curve, though single readings can be large; an effect the other way counts as inactive or inconclusive. The order is random; any-hit rate near 11%.
1	Cc1cccc(NC(=O)c2ccc3c(c2)OCCO3)c1C
2	COCCCNC(=O)C1CCCN(c2nn3cc(-c4ccc(C)cc4)nc3s2)C1 (stereo unspecified)
3	CCc1ccc(NC(=O)CSc2nc3c([nH]c4ccccc43)c(=O)n2C)cc1
4	COc1ccccc1NC(=O)C(=O)Nc1ccccn1
5	COc1cccc2c1cc1c(=O)n(CC(=O)N3CCC(C)CC3)nc(C)n12
6	CCn1cc(C(=O)Nc2ccc(C(C)C)cc2)c2cc(OC)c(OC)cc2c1=O
7	O=C(Nc1nc(-c2cccs2)c(C(=O)C(F)(F)F)s1)c1ccccc1
8	O=C1CNC(=S)N1Cc1ccc(Cl)cc1

entry no.	1	2	3	4	5	6	7	8
PI4K2A block	2	-4	-2	-7	0&-1	-4	0	2
JMJD2A Tudor inh	-16%	-26%	-9%	-5%	-1%&-17%	-7%	-30%	-8%
HP1b chromo inh	-16%	2%	26%[57 µM]	40%[activator]	13%[57 µM]	37%	24%	49%[activator]
GLS inhibitor	6%	5%	-2%	5%	3%&-17%	0%	-4%	3%
Pin1 inhibitor	4%	-3%	2%	?	0%&-3%	0%	16%	-3%
Tb PGK inh	-3%	i	i	.	0%	-6%	-3%	-11%
G9a block	0%	-4%[59 µM]	8%[59 µM]	-31%[0.501 µM]	-3%	-1%[59 µM]	?	24%
ERG Ets-DNA blk	1%	-1%	0%	.	-2%&0%	7%	4%	8%
BAZ2B inh	-10%	-18%	3%	-7%	-3%&0%	0%	-23%	-14%

9	CCCCN1C(=O)N(c2nnc(C(C)(C)C)s2)C(O)C1c1ccc(C)cc1 (stereo unspecified)
10	C=CCNCc1cccn1-c1sc2c(c1C#N)CCCC2
11	COc1ccc(-n2c(Cc3cccn3C)nnc2SCC(=O)Nc2ccccc2)cc1
12	Cc1ccc(-c2csc(NC(=S)NC(=O)c3cccs3)n2)cc1
13	O=C(NNS(=O)(=O)c1ccc(C(F)(F)F)cc1)c1cnn(-c2ccccc2)c1C(F)(F)F
14	Cc1cc(-n2cnc3c(=O)[nH]cnc32)ccc1N
15	O=C(C1CCC1)N1CCN(Cc2ccccc2)CC1
16	Cc1ccc(S(=O)(=O)N2CCN(C(=O)N(C)C)CC2)cc1

entry no.	9	10	11	12	13	14	15	16
PI4K2A block	-2	15	-1	-1	-1	-7	3	-17
JMJD2A Tudor inh	-6%	3.2µM*	?	-12%	1%	-4%	0%	-3%
HP1b chromo inh	33%	?	-18%	27%	30%	26%	36%	41%[activator]
GLS inhibitor	0%	3%	7%	4%	16%	7%	0%	-2%
Pin1 inhibitor	-4%	3%	1%	-10%	-9%	0%	?	-2%
Tb PGK inh	-6%	-3%	i	5%	-2%	-7%	-6%	7%
G9a block	-6%	?	28µM*	-4%[59 µM]	?	26%[0.501 µM]	19%[59 µM]	-4%
ERG Ets-DNA blk	1%	9%	5%	-4%	4%	-13%	0%	7%
BAZ2B inh	-17%	?	?	-17%	-15%	-11%	5%	-15%

17	Cn1cc(CN2CCN(Cc3ccc4c(c3)OCO4)CC2)c(-c2ccccc2F)n1
18	CCCc1cc(=O)oc2c3c(cc(OCC(=O)N[C@@H](C)C(=O)O)c12)OC(C)(C)CC3
19	Cc1ccc(CNC(=O)CN2C(=O)COc3ccc(C)cc32)cc1
20	COC(=O)c1ccccc1NC(=O)CSc1nc2ccccc2nc1Cc1ccccc1OC
21	CC(C)c1ccc(NC(=O)CSC2=Nc3ccccc3C3=NC(CCC(=O)NCc4ccco4)C(=O)N23)cc1 (stereo unspecified)
22	COc1ccc(Cc2nnc(Nc3ccccc3)s2)cc1Br
23	CCN1C[C@@H]2[C@@H]3C(=O)N(Cc4ccccc4)C(=O)[C@@H]3[C@](Cc3ccccc3)(C1=O)N2C(=O)c1ccc(C(C)(C)C)cc1
24	O=C(CNC(=O)c1ccc(Br)o1)NNC(=O)c1ccc(Br)cc1

entry no.	17	18	19	20	21	22	23	24
PI4K2A block	-3	-6	2	3	0	-2	6	-2
JMJD2A Tudor inh	-22%	-11%	3%	-2%	-5%	-20%	-24%	-8%
HP1b chromo inh	5%	2%	19%	37%[57 µM]	34%	34%	19%	64%[activator]
GLS inhibitor	2%	-10%	.	-13%	6%	4%	-19%	8%
Pin1 inhibitor	7%	4%	-1%	-4%	?	-10%	14%	11%
Tb PGK inh	2%	-7%	2%	-1%	0%	-9%	-4%	i
G9a block	.	9%	34%[12.7 µM]	4%[59 µM]	8%[59 µM]	12%	.	7%[59 µM]
ERG Ets-DNA blk	-3%	0%	-4%	0%	-3%	?	-3%	15%
BAZ2B inh	-8%	1%	4%	0%	1%	-3%	.	9%

25	COc1cc(/C=C2/NC(=O)N(CC(=O)Nc3ccc(C)cc3)C2=O)ccc1Oc1ccc([N+](=O)[O-])cn1
26	COc1ccc(CNC(=O)CN(Cc2ccccc2OC)C(=O)c2csnn2)cc1
27	CCCCn1nc2cc(C(=O)NCC34CC5CC(CC(C5)C3)C4)ccc2c1OC
28	CCCc1cc(N2CCN(C(=O)c3ccco3)CC2)n2c(nc3ccccc32)c1C#N
29	O=C(Nc1cccc(S(=O)(=O)C(F)F)c1)c1ccc(S(=O)(=O)N2CCCCC2)cc1
30	Cc1cc(Cl)ccc1OCCCC(=O)N/N=C/c1cccc([N+](=O)[O-])c1
31	Cc1cccc(N)c1SC1CCCCC1O (stereo unspecified)
32	Cc1ccccc1CCNC(=O)c1ccc(NC(=O)N2CC(C)Sc3ccccc32)cc1 (stereo unspecified)

entry no.	25	26	27	28	29	30	31	32
PI4K2A block	5	-6	1	-2	-6	2	1	5
JMJD2A Tudor inh	-12%	-5%	-21%	-6%	-22%	-8%	6%[57.1 µM]	-4%
HP1b chromo inh	5%	26%	42%[activator]	55%[activator]	16%	36%	15%	33%
GLS inhibitor	-1%	-5%	1%	18%	-7%	-4%	9%	1%
Pin1 inhibitor	1%	3%	?	0%	7%	0%	-2%	18%
Tb PGK inh	-8%	-2%	10%	-3%	9%	1%	0%	12%
G9a block	.	9%	-3%[12.7 µM]	16µM*	-3%	-25%[59 µM]	15%[59 µM]	7%[59 µM]
ERG Ets-DNA blk	-5%	5%	-1%	1%	-3%	-4%	6%	-2%
BAZ2B inh	-13%	-17%	-8%	17%	-3%	-32%	-29%	-6%

# Part of the list above in order of count of non-hydrogen atoms, rising.
31	Cc1cccc(N)c1SC1CCCCC1O (stereo unspecified)
24	O=C(CNC(=O)c1ccc(Br)o1)NNC(=O)c1ccc(Br)cc1
30	Cc1cc(Cl)ccc1OCCCC(=O)N/N=C/c1cccc([N+](=O)[O-])c1
27	CCCCn1nc2cc(C(=O)NCC34CC5CC(CC(C5)C3)C4)ccc2c1OC
29	O=C(Nc1cccc(S(=O)(=O)C(F)F)c1)c1ccc(S(=O)(=O)N2CCCCC2)cc1
28	CCCc1cc(N2CCN(C(=O)c3ccco3)CC2)n2c(nc3ccccc32)c1C#N
32	Cc1ccccc1CCNC(=O)c1ccc(NC(=O)N2CC(C)Sc3ccccc32)cc1 (stereo unspecified)

entry no.	31	24	30	27	29	28	32
PI4K2A block	1	-2	2	1	-6	-2	5
JMJD2A Tudor inh	6%[57.1 µM]	-8%	-8%	-21%	-22%	-6%	-4%
HP1b chromo inh	15%	64%[activator]	36%	42%[activator]	16%	55%[activator]	33%
GLS inhibitor	9%	8%	-4%	1%	-7%	18%	1%
Pin1 inhibitor	-2%	11%	0%	?	7%	0%	18%
Tb PGK inh	0%	i	1%	10%	9%	-3%	12%
G9a block	15%[59 µM]	7%[59 µM]	-25%[59 µM]	-3%[12.7 µM]	-3%	16µM*	7%[59 µM]
ERG Ets-DNA blk	6%	15%	-4%	-1%	-3%	1%	-2%
BAZ2B inh	-29%	9%	-32%	-8%	-3%	17%	-6%

# (further entries)
33	COc1ccc(CCNC(=O)COC(=O)c2cc(S(=O)(=O)N3CCCC3)ccc2O)cc1
34	Cc1ccc2c(c1)NC(=O)c1cccnc1O2
35	CCOC(=O)Cc1csc(NC(=O)CSc2nnc(-c3ccc(C)cc3)o2)n1
36	COc1cc(/C=C/C(=O)OCC(=O)NCc2ccco2)ccc1O
37	COc1ccc(/C=N/NC(=O)NC23CC4CC(CC(C4)C2)C3)c(OC)c1
38	CC(Sc1ccc(Cl)cc1)C(=O)Nc1ccc(S(=O)(=O)N2CCOCC2)cc1 (stereo unspecified)
39	O=S(=O)(c1ccccc1)c1nc(-c2ccco2)oc1NCc1ccccc1
40	CCc1nnc2n1N=C(c1cccc([N+](=O)[O-])c1)CS2

entry no.	33	34	35	36	37	38	39	40
PI4K2A block	11	1	7	6	-4	3	5	0
JMJD2A Tudor inh	-17%	0%	0%	-11%	-31%	1%	-33%	-21%
HP1b chromo inh	20%	43%	21%	8%	-9%	30%	13%	41%[activator]
GLS inhibitor	-2%	3%	7%	4%	7%	?	6%	2%
Pin1 inhibitor	-1%	3%	-1%	7%	-1%	-2%	32%[activator]	3%
Tb PGK inh	0%	.	11%	-6%	7%	3%	i	4%
G9a block	-19%[59 µM]	-1%[59 µM]	43%	40µM*	20%[2.33 µM]	1%[59 µM]	35µM*	14%[59 µM]
ERG Ets-DNA blk	-5%	2%	-1%	.	-7%	-3%	7%	-3%
BAZ2B inh	12%	4%	3%	-17%	-16%	0%	-37%	-22%
